Screening data from PubChem.
Vif-APOBEC3F blk – qHTS for Inhibitors of Vif-A3F Interactions: qHTS | Potency, µM (series often up to 46.1 µM), without a hit: top-dose activity, negative = active | 0.2% of 390,000 active | HeLa A3F-eYFP + Vif (tagged APOBEC3F with the HIV-1 protein that degrades it), YFP fluorescence increase; further: potency means the concentration at half of the fitted maximal effect; % of control where 0% means no effect; nearly all actives have a fitted effect of over 65% in size
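HeLa cells stably expressing A3F-eYFP plus Vif, plated and incubated overnight at 37 deg C, then exposed to compounds overnight at 37 deg C. Blocked degradation read as raised yellow fluorescence (Ex 488/Em 500-530).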
GRP78 ERSR act – qHTS for Inducers of the Endoplasmic Reticulum Stress Response (ERSR) in Human Glioma: qHTS. Potency, µM, for inactives: at the highest dose activation, actives largely listed as activators. U87-MG GRP78 promoter luciferase reporter, 16 h. 0.02% of 420,000 active; further: potency means the concentration at half of the fitted maximal effect; series mostly up to about 76 µM; % of control where 0% means no effect; nearly all actives have a fitted effect of over 35% in size
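ERSR induction read as luciferase luminescence (Bright-Glo, 10 min at room temperature) in stably transfected human U87-MG glioma cells exposed to compounds for 16 h, using GRP78 as sensor.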
RGS4 inh – Inhibitors of Regulator of G Protein Signaling (RGS) 4: qHTS | Regulator of G-protein signaling 4 (Homo sapiens), P49798 | 0.039% of 390,000 active | AID 504845, 2011 | Transcreener GDP fluorescence polarization, RGS4-accelerated GTP hydrolysis | Potency, µM (highest dose often 114 µM), for the others: top-dose activity change, negative = inhibition, usual class: inhibitors; further: potency means the concentration at half of the fitted maximal effect; on the % scale 0 is the no-effect control and ±100 the full control effect; nearly all actives have a fitted effect of over 75% in size; some results filed as inactive show a strong effect at the top dose
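MLSMR compounds (23 nl, pin-transferred) preincubated 10 min at room temperature with a 500nM (2x) first reagent, then RGS4 at 900nM (2x) plus Transcreener GDP mix added; fluorescence polarization (620/688 nm) read before and after 90 min at 30 °C.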
D2 antag – HTS Assay for Allosteric Antagonists of the Human D2 Dopamine Receptor: Primary Screen for Antagonists. inhibition, % at 10 µM. D(2) dopamine receptor (Homo sapiens), P14416. HEK293 TREx D2 cells, calcium flux, dopamine EC80. 2% of 340,000 active; in the data active means inhibition above about 30%; further: 0% is about no effect
Target sequence (P14416 whole entry, looked up): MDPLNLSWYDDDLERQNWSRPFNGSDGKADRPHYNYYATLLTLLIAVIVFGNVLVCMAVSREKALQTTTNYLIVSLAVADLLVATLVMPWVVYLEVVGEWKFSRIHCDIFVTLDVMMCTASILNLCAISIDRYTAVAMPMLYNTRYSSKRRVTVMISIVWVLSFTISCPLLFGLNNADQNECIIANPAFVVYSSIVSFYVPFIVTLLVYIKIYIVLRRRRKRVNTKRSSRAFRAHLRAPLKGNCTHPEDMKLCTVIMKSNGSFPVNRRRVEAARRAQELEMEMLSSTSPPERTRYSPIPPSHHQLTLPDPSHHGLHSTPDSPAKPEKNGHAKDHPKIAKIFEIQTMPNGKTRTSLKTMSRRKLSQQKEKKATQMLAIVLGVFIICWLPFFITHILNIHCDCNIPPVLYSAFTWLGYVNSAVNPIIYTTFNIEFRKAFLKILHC
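HEK293 T-REx D2 cells, tet-induced, calcium dye no-wash. Cpd pintool add, 180 s kinetic, then EC80 DA, 180 s kinetic. Ca flux read.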
ERG Ets-DNA blk – qHTS for Small Molecule Inhibitors of the ERG Ets/DNA interaction | fluorescence polarization, His-ERG Ets domain / labelled DNA | 0.028% of 370,000 active | Transcriptional regulator ERG (Homo sapiens), P11308 | Potency, µM (series often up to 76.9 µM), for inactives: top-dose FP activity, negative = inhibition, actives largely listed as inhibitors | AID 624246, 2012; active means well fitted inhibition curve with a large enough effect in the polarisation, with a control signal flat; inconclusive means small, poorly fitted or top-dose-only effect, or effect the other way, or a change in a side signal; inactive means no such curve, though single readings can be large or run the other way; the % refers to the polarisation;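 further: polarization taken with two DNA probes labelled with fluorescein and Texas red; potency means the concentration at half of the fitted maximal effect; % of control where 0% means no effect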
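His-tagged ERG Ets domain (1 uM in the protein solution; 300mM KCl, 50mM Tris-HCl, 1mM EDTA, 1mM DTT, pH 7.5) received compound, then a probe mix of 5 nM fluorescein-DNA and 100nM Texas-615-DNA. Fluorescence polarization was read for both dyes.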
D2 agonist – HTS Assay for Allosteric Agonists of the Human D2 Dopamine Receptor: Primary Screen for Agonists | activation, % at 2 µM | HEK293 T-REx D2 cells, calcium flux agonist mode | D(2) dopamine receptor (Homo sapiens), P14416 | 0.53% of 340,000 active;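 active means activation over 3 SD above normal in the single-dose calcium agonist read, cut at about 30% in these data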; further: 0% is about no effect
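Tetracycline-induced HEK293 T-REx cells with force-coupled D2 receptor, plated overnight at 30 C, loaded with no-wash calcium dye. After a 10 s baseline, compound was pin-added and calcium flux read kinetically for 180 s; calcium rises flagged agonists.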
LDHA block – qHTS assay for inhibitors of human lactate dehydrogenase; L-lactate dehydrogenase A chain (Homo sapiens), P00338; purified LDHA, NADH/diaphorase-resazurin fluorescence; stronger effect = lower value; activity change, % (values are at about 110 or 230 µM); 0.15% of 480,000 active; AID 1347041, 2019; in the data active means activity change below about -30%; inconclusive means mostly about -25% to -30%;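 further: plate controls were DMSO wells for no effect and wells without enzyme for full effect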
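Human LDH5 (2 nM) was incubated with 0.06 mM NADH and 0.2 mM pyruvate for 5 min at room temperature in Tris pH 7.4. Remaining NADH was coupled through diaphorase/resazurin, and resorufin fluorescence was read at 0 and 20 min.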
Vif-A3G inh – qHTS for Inhibitors of Vif-A3G Interactions: qHTS | HeLa A3G-eYFP + Vif (tagged APOBEC3G with the HIV-1 protein that degrades it), YFP fluorescence, overnight | 0.076% of 410,000 active | Potency, µM (top dose mostly 46.1 µM), for the others: top-dose activity, negative = active, most hits filed as inhibitors | DNA dC->dU-editing enzyme APOBEC-3G (Homo sapiens), Q9HC16;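 further: potency means the concentration at half of the fitted maximal effect; on the % scale 0 is the no-effect control and ±100 the full control effect; nearly all actives have a fitted effect of over 60% in size; hits raise eYFP signal because A3G escapes Vif-driven loss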
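Read-out is eYFP fluorescence (Ex 488/Em 500-530) from Vif-expressing HeLa A3G-eYFP cells; more signal means A3G escaped Vif-mediated degradation. Cells plated overnight, compound pinned in, incubated overnight at 37 deg C.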
ALOX12 inh – Primary qHTS assay for inhibitors of human arachidonate 12S-lipoxygenase (ALOX12): Round 2. Polyunsaturated fatty acid lipoxygenase ALOX12 (Homo sapiens), P18054. purified 12hLO, xylenol orange hydroperoxide absorbance. Potency, µM (doses to about 108 µM), without a hit: at the top dose activity change, negative = inhibition, actives largely listed as inhibitors. 1.1% of 580,000 active; further: potency means the concentration at half of the fitted maximal effect; on the % scale 0 is the no-effect control and ±100 the full control effect
Target sequence (P18054 whole entry, looked up): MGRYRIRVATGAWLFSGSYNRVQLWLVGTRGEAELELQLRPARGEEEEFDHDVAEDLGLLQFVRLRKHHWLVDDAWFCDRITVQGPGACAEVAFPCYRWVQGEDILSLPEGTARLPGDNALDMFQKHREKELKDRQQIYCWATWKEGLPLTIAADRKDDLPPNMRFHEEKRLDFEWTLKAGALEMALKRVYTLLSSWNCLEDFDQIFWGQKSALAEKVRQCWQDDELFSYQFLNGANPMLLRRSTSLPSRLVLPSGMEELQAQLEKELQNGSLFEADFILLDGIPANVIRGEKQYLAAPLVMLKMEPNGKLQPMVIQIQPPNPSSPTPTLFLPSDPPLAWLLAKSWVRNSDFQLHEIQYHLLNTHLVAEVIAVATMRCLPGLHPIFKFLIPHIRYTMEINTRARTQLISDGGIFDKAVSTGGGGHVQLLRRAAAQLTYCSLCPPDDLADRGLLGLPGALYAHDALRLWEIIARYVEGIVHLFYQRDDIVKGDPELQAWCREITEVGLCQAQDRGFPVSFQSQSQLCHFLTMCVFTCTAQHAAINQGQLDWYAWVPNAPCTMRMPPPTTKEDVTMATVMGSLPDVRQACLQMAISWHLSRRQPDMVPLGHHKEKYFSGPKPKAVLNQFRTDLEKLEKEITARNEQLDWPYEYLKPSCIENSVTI
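Hydroperoxide product was detected by ferrous iron/xylenol orange as the 573 to 405 nm absorbance ratio. Arachidonic acid at 40 uM (final) was turned over for 30 min at room temperature by 150 nM human 12hLO, pH 7.0 Hepes buffer, after 15 min compound preincubation.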
Starred values were filed as active, the others as inactive; ? = inconclusive; / = no result given; & = joins results of further samples; [ ] = remark or other dose. Unless noted, the call rests on the fitted dose curve; in most records, active means well fitted curve in the direction sought with a large enough effect; inconclusive means small, poorly fitted or top-dose-only effect, or another doubt; inactive means no such curve, though single readings can be large; an effect the other way counts as inactive or inconclusive. Some of the compounds tested (hit frequency here may not be typical).

Fields: Vif-APOBEC3F blk, GRP78 ERSR act, RGS4 inh, D2 antag, ERG Ets-DNA blk, D2 agonist, LDHA block, Vif-A3G inh, ALOX12 inh
- CC1(C)C(=O)C2(CCCC2)C(=O)OC1c1ccco1 (stereo not drawn)
    -17%, -6%, 7%, -5, 11%, -0.8, -2, 2%, 26%
- O=C(CSc1nc(-c2cccc(Cl)c2)nc2cc(=O)[nH]n12)Nc1ccccc1
    -1%, 0%, -33%, /, 2%, /, -14, -23%, ?
- Cc1nc2ccccc2c(=O)n1NC(=O)c1ccc([N+](=O)[O-])cc1Cl
    9%, -3%, 8%, 2, 6%, 0.0, -4, 4%, -18%
- CCOC(=O)C1=CN(CC)S(=O)(=O)NC1c1ccccc1 (stereo not drawn)
    5%, 5%, 14%, /, 28%, /, -6, 0%, 5%
- O=C(c1cccc(Cl)c1)N1CCN(C(=O)c2ccco2)CC1
    1%, 2%, 9%, -15, 6%, -2.5, -1, 4%, 0%
- CC1CCC2(CC1)NC(=O)N(NC(=O)C1CCN(C(=O)c3ccc(Cl)cc3)CC1)C2=O (stereo not drawn)
    2%, -3%, -3%, -14, -8%, -1.1, -7, 0%, -24%
- CCCN(CCC)S(=O)(=O)c1ccc(C(=O)OCCN2C(=O)c3cccc4c(N5CCOCC5)ccc(c34)C2=O)cc1
    -17%, -4%, 10%, 10, /, 62*, -16, -7%, /
- COc1ccccc1-c1nnc(SCC(=O)OC(C)C)o1
    -9%, -5%, -15%, 12, -4%, 0.9, -5, 1%, 6%
- COc1ccc(C(=O)Nc2ccc3nc(C)sc3c2)cc1OC
    0%, 4%, -6%, -2, 3%, -0.1, -5, 1%, 4%
- Cc1cccc([C@@H]2[C@@H]3C(=O)N(Cc4ccccc4)C(=O)[C@@H]3[C@]3(Cc4ccc(Cl)cc4)C(=O)N(c4ccccc4)C(=O)N23)c1
    1%, -5%, -6%, -3, 0%, 1.0, -3, -2%, ?
- C=CCNC(=O)C1=NOC(CNC(=O)c2c(-c3ccccc3Cl)noc2C)C1 (stereo not drawn)
    -11%, -4%, -7%, 7, 0%, 1.8, -5, -1%, -5%
- COc1cccc(OC(=O)CSc2nnc(-c3ccccc3OC)o2)c1
    5%, -2%, 2%, /, -4%, 0.2, 1, 1%, 0%
- CC1(C)CC(=O)c2sc(N)nc2C1
    -4%, -3%, 5%, -5, -2%, 0.1, -2, 0%, -18%
- COc1ccc(NC(=O)NCCc2ccc(Cl)cc2)cc1OC
    -25%, -1%, -8%[56.9 µM], -7, 2%, 0.8, -2, 2%, 0%
- CC(C)c1ccc(N(CC(=O)NCc2cccnc2)S(=O)(=O)c2ccccc2)cc1
    -4%, -4%, -1%, 4, 5%, 0.0, 1, 8%, -10%

Some of these compounds in order of formula weight, rising:
Fields: Vif-APOBEC3F blk, GRP78 ERSR act, RGS4 inh, D2 antag, ERG Ets-DNA blk, D2 agonist, LDHA block, Vif-A3G inh, ALOX12 inh
- COc1ccccc1-c1nnc(SCC(=O)OC(C)C)o1
    -9%, -5%, -15%, 12, -4%, 0.9, -5, 1%, 6%
- Cc1nc2ccccc2c(=O)n1NC(=O)c1ccc([N+](=O)[O-])cc1Cl
    9%, -3%, 8%, 2, 6%, 0.0, -4, 4%, -18%
- CCCN(CCC)S(=O)(=O)c1ccc(C(=O)OCCN2C(=O)c3cccc4c(N5CCOCC5)ccc(c34)C2=O)cc1
    -17%, -4%, 10%, 10, /, 62*, -16, -7%, /

Returning to the listing, repeating the four entries before the break.
Fields: Vif-APOBEC3F blk, GRP78 ERSR act, RGS4 inh, D2 antag, ERG Ets-DNA blk, D2 agonist, LDHA block, Vif-A3G inh, ALOX12 inh
- COc1cccc(OC(=O)CSc2nnc(-c3ccccc3OC)o2)c1
    5%, -2%, 2%, /, -4%, 0.2, 1, 1%, 0%
- CC1(C)CC(=O)c2sc(N)nc2C1
    -4%, -3%, 5%, -5, -2%, 0.1, -2, 0%, -18%
- COc1ccc(NC(=O)NCCc2ccc(Cl)cc2)cc1OC
    -25%, -1%, -8%[56.9 µM], -7, 2%, 0.8, -2, 2%, 0%
- CC(C)c1ccc(N(CC(=O)NCc2cccnc2)S(=O)(=O)c2ccccc2)cc1
    -4%, -4%, -1%, 4, 5%, 0.0, 1, 8%, -10%
- O=C(CCc1ccccc1)NNC(=O)c1ccc(Br)cc1
    2%, 0%, -2%, -5, -7%, -0.3, -11, 0%, 3%
- COC(=O)c1cc(NC(=O)c2cc(-c3ccc(C(F)(F)F)cc3)oc2C(F)(F)F)ccc1N1CCOCC1
    7%, 2%, 16%, 4, 12%, 0.1, 2, -6%, 170%[activator]
- CCN(C(=O)c1ccco1)c1nnc(-c2ccc(OC)cc2)s1
    0%, 2%, -1%, -14, -7%, -0.4, 1, 0%, -25%
- CN(CCOc1ccc(CC2SC(=O)NC2=O)cc1)c1ccccn1 (stereo not drawn)
    2%&3%, 3%&0%&0%, -19%&-8%, /, -5%&5%, /, -9&-9, -1%&2%, -28%
- O=C(O)c1cc(S(=O)(=O)NCCOc2ccccc2)ccc1Cl
    3%, -3%, -18%, /, -3%, /, -3, -2%, -3%
- COc1cc(OC)c(-n2cc(-c3ccc(Cl)cc3)[nH]c2=O)cc1Cl
    -15%, -1%, -8%, -13, -1%, 22, 16, -4%, ?
- CC1=C(C(=O)Nc2ccc(C)cc2C)C(c2ccccc2)n2ncc(C(=O)Nc3ccccc3)c2N1 (stereo not drawn)
    2%, -3%, -10%, /, 1%, -0.6, 2, 0%, -1%
- COc1ccc(S(=O)(=O)N2CCC[C@H]2C(=O)NC2=NCCS2)cc1
    -14%, -3%, -40%, 8, -12%, 0.3, -9, 4%, 1%
- O=C(COC(=O)c1ccc2c(c1)OCO2)Nc1ncc(Cl)cc1Cl
    -1%, -3%, -11%, 8, 2%, -1.0, -2, -11%, 1%
- COc1ccc(-n2c(=O)[nH]cc(C(=O)Nc3ccccc3)c2=O)cc1
    0%, 0%, 21%, 8, 1%, 1.3, -1, -1%, -1%
- CC(C)CN(C(=O)CN(C)CC(=O)Nc1ccc(Cl)c(C(F)(F)F)c1)c1c(N)n(CC(C)C)c(=O)[nH]c1=O
    -20%, -2%, 2%, /, 4%, /, -4, -19%, -9%
- Cc1ccc(CN2CCN(Cc3ccc4ncccc4c3)CC2CCO)cc1 (stereo not drawn)
    -2%, -2%, 18%, -14, -6%, 0.2, -12, 1%, ?
- Cc1cc(NC(=O)COc2coc(CN3CCN(c4ccccc4)CC3)cc2=O)no1
    7%, -2%, -7%, /, 11%, /, -4, 0%, -9%
- Cn1ccnc1Sc1ccc(C(N)=O)cc1[N+](=O)[O-]
    2%, 4%, 1%, 4, -5%, -0.1, -5, -2%, -7%
- Cc1ccsc1C(=O)OCC(=O)N1CCN(c2ccccc2)CC1
    0%, 3%, -9%, /, 0%, /, -5, 1%, ?
- Cc1cccc(C(=O)NCC(c2cccs2)N2CCOCC2)c1 (stereo not drawn)
    -8%, -1%, -5%, -5, 2%, -1.3, -5, -26%, -19%
- O=C(Cn1nc(-c2ccccc2)ccc1=O)N1CCCCC1
    6%, 4%, 5%, -9, -10%, -0.4, -7, -6%, 9%
- COc1ccc(N(C)C(=O)c2cnc(N3CCN(c4ncccn4)CC3)c3ccccc23)cc1
    /, -4%, -39%, -6, -10%, -0.4, -3, 2%, -13%
- Cc1ccc(N2C(=O)CN(Cc3cccs3)C2=S)cc1C
    -4%, -1%, -23%, 4, -6%, 3.4, -2, -1%, -8%
- CC(=O)OC1COC(N2CCc3cc(Br)c([N+](=O)[O-])cc32)C(OC(C)=O)C1OC(C)=O (stereo not drawn)
    -4%, -4%, -33%, 10, -10%, -1.0, 2, 2%, 0%
- NC(=O)c1c(NC(=O)CSc2nc3c(c(C(F)(F)F)n2)CCc2ccccc2-3)sc2c1CCCC2
    -4%, -4%, -22%, -6, -2%, -0.4, 1, 0%, 6%
- O=C(CN1C(=O)CCC1=O)Nc1nc2c(F)cc(F)cc2s1
    -1%, -4%, -7%, /, -22%, /, -4, -1%, 34%[activator]
- COCCNC(=O)CSc1nc2ccc(N3CCOCC3)cc2c(=O)n1CCc1ccccc1
    -9%, -4%, -14%, /, -5%, /, 25, -2%, -2%
- O=S(=O)(c1ccc(Br)s1)N1CCC2(CC1)OCCO2
    -23%, -2%, 6%, 11, -3%, -0.8, -4, 0%, ?
- O=C(NCCCCNC(=O)c1cccnc1Cl)c1cccnc1Cl
    0%, -1%, -34%, 9, 0%, -0.6, -1, 0%, 1%
- CNc1nc(C)c(C#N)cc1C(C)=O
    5%, 2%, -26%, -7, 1%, 2.1, 5, 0%, -7%
- CC(=O)Nc1ccc(NC(=O)c2c(C)nc3ccccn23)cc1
    -8%, 3%, 13%, -6, /, 0.5, 0, 0%, 3%
